RBX1-CUL1 inh: inhibitors of human ROC1-CUL1 ubiquitin ligase activity; AID 1347404, 2020; 140,000 tested, 0.6% active; in vitro K48 di-Ub FRET, acceptor:donor ratio, 45 min; inhibition, % at 10 µM; E3 ubiquitin-protein ligase RBX1 (Homo sapiens) + Cullin-1 (Homo sapiens), P62877+Q13616; in the data active = inhibition above about 25%
Target sequence (P62877 whole entry, looked up): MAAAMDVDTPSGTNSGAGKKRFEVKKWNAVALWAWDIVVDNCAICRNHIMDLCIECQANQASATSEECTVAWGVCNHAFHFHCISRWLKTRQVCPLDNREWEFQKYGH
Target sequence (Q13616 whole entry, looked up): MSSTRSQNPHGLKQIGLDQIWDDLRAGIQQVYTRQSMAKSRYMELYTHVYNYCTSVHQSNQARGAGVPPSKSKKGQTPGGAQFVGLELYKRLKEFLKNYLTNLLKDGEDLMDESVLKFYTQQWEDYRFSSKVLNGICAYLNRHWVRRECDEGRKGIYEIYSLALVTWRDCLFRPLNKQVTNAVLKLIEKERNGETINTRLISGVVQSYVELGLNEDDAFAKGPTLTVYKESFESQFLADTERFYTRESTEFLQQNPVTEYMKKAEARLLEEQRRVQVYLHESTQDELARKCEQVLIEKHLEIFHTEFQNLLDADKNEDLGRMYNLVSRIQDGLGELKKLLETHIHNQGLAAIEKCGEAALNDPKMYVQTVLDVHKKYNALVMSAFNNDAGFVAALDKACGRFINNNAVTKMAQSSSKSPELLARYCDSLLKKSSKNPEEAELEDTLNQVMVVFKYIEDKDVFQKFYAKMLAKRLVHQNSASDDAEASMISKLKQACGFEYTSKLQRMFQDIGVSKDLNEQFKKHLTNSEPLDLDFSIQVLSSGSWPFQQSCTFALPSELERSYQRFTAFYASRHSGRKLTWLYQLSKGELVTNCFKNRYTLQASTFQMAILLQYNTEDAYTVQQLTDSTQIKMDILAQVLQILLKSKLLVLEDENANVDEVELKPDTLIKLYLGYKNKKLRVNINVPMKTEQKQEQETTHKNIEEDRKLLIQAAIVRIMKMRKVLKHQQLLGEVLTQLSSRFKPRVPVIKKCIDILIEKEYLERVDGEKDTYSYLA
* hit, by the source's call. Only part of the results is shown; rates above refer to the full screens.

Start of the listing, in advance, three compounds:
Results for CC(=O)NC(=S)Nc1ccc(CN2CCOCC2)cc1 ?
RBX1-CUL1 inh: 0

How did COc1ccc(-c2c3c(nc4sc(C(=O)Nc5ccc(F)cc5)c(N)c24)CC(C)(C)CC3=O)cc1 do in these assays?
RBX1-CUL1 inh: -1

Results for CCCCc1nc2ccccc2c(=O)n1CCc1ccccc1 ?
RBX1-CUL1 inh: 4

Results, previewed entries included:
Results for CC(=O)NC(=S)Nc1ccc(CN2CCOCC2)cc1 ?
RBX1-CUL1 inh: 0

How did COc1ccc(-c2c3c(nc4sc(C(=O)Nc5ccc(F)cc5)c(N)c24)CC(C)(C)CC3=O)cc1 do in these assays?
RBX1-CUL1 inh: -1

Results for CCCCc1nc2ccccc2c(=O)n1CCc1ccccc1 ?
RBX1-CUL1 inh: 4

What do the screens show for `COc1ccc(C=C2C(=O)NC(=S)NC2=O)cc1C(=O)O`?
RBX1-CUL1 inh: 5

What do the screens show for `Cc1ccc(-c2nc3scc(CCNS(=O)(=O)c4c(C)noc4C)n3n2)cc1`?
RBX1-CUL1 inh: 6

Results for COCc1ccc(CN2CCC(C(=O)Nc3cccc(-c4ccn[nH]4)c3)CC2)o1 ?
RBX1-CUL1 inh: 5

How did CCCCC(=O)Oc1ccccc1C(=O)OC do in these assays?
RBX1-CUL1 inh: -1

How did CC1=NN(Cc2ccccc2F)c2nc3c(c(=O)n(C)c(=O)n3C)n2C1C (stereo not drawn) do in these assays?
RBX1-CUL1 inh: 14

Results for CNC(=O)Cn1cc(S(=O)(=O)Cc2ccccc2F)c2ccccc21 ?
RBX1-CUL1 inh: -4

What do the screens show for `COc1ccc(-c2csc(NC(=O)c3ccc(F)cc3)c2C(=O)OC(C)C)cc1`?
RBX1-CUL1 inh: -3

What do the screens show for `CCN1CCC(NC(=O)COc2cccc(Br)c2)CC1`?
RBX1-CUL1 inh: 1

Results for C/C(=N/NS(=O)(=O)c1ccc(Br)cc1)c1cccc(NC(=O)C2CCCCC2)c1 ?
RBX1-CUL1 inh: 11

Results for Cc1cc(C)cc(NC(=O)c2cc(S(=O)(=O)N3CCOCC3)cn2C)c1 ?
RBX1-CUL1 inh: -3

How did Cc1ccc(NC(=O)CSc2nnc(Cn3cnc4ccccc43)o2)c(C)c1 do in these assays?
RBX1-CUL1 inh: 0

Results for Cc1nn(-c2ccccc2)c2nc3c(F)c(F)c(F)c(F)c3cc12 ?
RBX1-CUL1 inh: 4

How did Cc1cc2[nH]c(=O)cc(-c3ccccc3)n2n1 do in these assays?
RBX1-CUL1 inh: 0

What do the screens show for `CCc1ccc(C)c(OC(=O)c2ccc(C)cc2)c1`?
RBX1-CUL1 inh: -7

What do the screens show for `Cc1sc2nc3n(c(=O)c2c1C)Cc1ccccc1-3`?
RBX1-CUL1 inh: 10

What do the screens show for `O=C(NCCOc1cccc(Cl)c1)C(F)(F)F`?
RBX1-CUL1 inh: 0

How did O=C(Oc1ccccc1)c1ccc(Br)o1 do in these assays?
RBX1-CUL1 inh: -2

Results for CCOc1ccc(S(=O)(=O)NCCN2CCOCC2)cc1C ?
RBX1-CUL1 inh: -6

How did COC(=O)C1SC2(SC(c3ccccc3)=NC23CCCC3)C(C(=O)OC)N1c1ccc(OC)cc1 (stereo not drawn) do in these assays?
RBX1-CUL1 inh: 0

Results for COCCc1nc(C2CCN(C)CC2)cc(=O)[nH]1 ?
RBX1-CUL1 inh: 1

Results for Cc1cc(NC(=O)c2ccc3c(c2)C(=O)N(c2ccccc2C)C3=O)no1 ?
RBX1-CUL1 inh: 4

How did O=C(Nc1cccc(S(=O)(=O)N2CCCC2)c1)c1ncn[nH]1 do in these assays?
RBX1-CUL1 inh: -7

Results for COc1ccc(Cl)cc1NC(=O)c1cc(S(=O)(=O)N2CCC(C)CC2)cn1C ?
RBX1-CUL1 inh: -5

How did CCN1C(=O)C(C=Nc2ccc(C(F)(F)F)cc2Cl)C(=O)N(CC)C1=S do in these assays?
RBX1-CUL1 inh: 8

What do the screens show for `CCOC(=O)/C(=C\OCCOc1cc(C)cc(C)c1)Oc1ccccc1`?
RBX1-CUL1 inh: -7

What do the screens show for `CCCCNC(=O)c1ccc2c(c1)OCCO2`?
RBX1-CUL1 inh: 6

How did N#Cc1ccc(C23CC4CC(CC(C4)C2)C3)nc1SCc1ccc(C(=O)O)cc1 do in these assays?
RBX1-CUL1 inh: -2

How did COc1ccc(S(=O)(=O)N2CCN(c3ccc(F)cc3)CC2)cc1C(=O)O do in these assays?
RBX1-CUL1 inh: 9

Results for CC1(C)C=Cc2cc3ccccc3cc2O1 ?
RBX1-CUL1 inh: -3

How did CCOC(=O)C1(CC2CC2)CCN(Cc2ccc(F)cc2)CC1 do in these assays?
RBX1-CUL1 inh: 14

What do the screens show for `CSCCCN1CCC(n2nccc2NC(=O)C2CCCC2)CC1`?
RBX1-CUL1 inh: 3

How did O=C(O)c1ccccc1-c1occ(C(=O)c2cccs2)c1C(=O)O do in these assays?
RBX1-CUL1 inh: -5

Results for Cc1cc(C)c(NC(=O)C(C)n2nc(C)c3sc4ccccc4c3c2=O)c(C)c1 (stereo not drawn) ?
RBX1-CUL1 inh: 2

How did CC1(C)CC(=O)C2=C(C1)N(c1cccnc1)C(=N)C(C#N)C2c1ccc(Cl)cc1 (stereo not drawn) do in these assays?
RBX1-CUL1 inh: -3

How did Cc1ccc(C(=O)C2C(c3ccc(Cl)c(Cl)c3)NC(=O)NC2(O)C(F)(F)F)cc1 (stereo not drawn) do in these assays?
RBX1-CUL1 inh: -6

What do the screens show for `O=C(OCC1CCCO1)c1ccc2c(c1)N(Cc1cccc(Cl)c1)C(=O)c1ccccc1S2(=O)=O` (stereo not drawn)?
RBX1-CUL1 inh: 1

How did O=C(NCCc1cscn1)C1(N2CCCCC2)Cc2ccccc2C1 do in these assays?
RBX1-CUL1 inh: -6

How did CCOC(=O)Nc1ccc2c(c1)OCO2 do in these assays?
RBX1-CUL1 inh: 2

What do the screens show for `COCCNC(=O)c1ccc2nc(Cc3ccccc3)oc2c1`?
RBX1-CUL1 inh: -6

Results for CC(/C=C/c1ccccc1)=NNC(=O)c1ccc(Cn2nc(C)cc2C)cc1 ?
RBX1-CUL1 inh: -3

What do the screens show for `COc1ccc2cc(Br)ccc2c1CC(=O)NCC1CCCO1` (stereo not drawn)?
RBX1-CUL1 inh: 0

How did COC(=O)c1ccc(CN2CCN(CCN3C(=O)C4C5C=CC(C5)C4C3=O)CC2)cc1 (stereo not drawn) do in these assays?
RBX1-CUL1 inh: 1

What do the screens show for `CCc1noc(C)c1C(=O)Nc1ccc2ccccc2c1`?
RBX1-CUL1 inh: 8

How did CCCOc1ccccc1Cn1c(=O)sc2ccccc21 do in these assays?
RBX1-CUL1 inh: 3

How did CCCn1c(=S)[nH]c2c1c(=O)n(C)c(=O)n2C do in these assays?
RBX1-CUL1 inh: 3

What do the screens show for `CCCOc1c(OC)cccc1C1CC(=O)Nc2cc3c(cc21)OCCO3` (stereo not drawn)?
RBX1-CUL1 inh: 2

How did CCc1cccc2c1Sc1ccccc1CC2N1CCN(C)CC1 (stereo not drawn) do in these assays?
RBX1-CUL1 inh: -1

What do the screens show for `COc1ccc(CNC23CN4CN(CN(C4)C2)C3)cc1OC`?
RBX1-CUL1 inh: -1

What do the screens show for `O=C(NC1CCCCC1)c1ccccn1`?
RBX1-CUL1 inh: 19

What do the screens show for `CC1=NC(=NC(N)=Nc2ccc3c(c2)OCCO3)NC(=O)C1C` (stereo not drawn)?
RBX1-CUL1 inh: 12

How did CCOC(=O)C1CCCN(C(=O)Cn2ncc3c(C)n(Cc4ccccc4F)c(C)c3c2=O)C1 (stereo not drawn) do in these assays?
RBX1-CUL1 inh: -8

What do the screens show for `Fc1ccc(-c2cnnc(NCCCN3CCOCC3)n2)cc1`?
RBX1-CUL1 inh: 4

Results for Cc1ncc2c(c1-c1noc(CN3CCOc4ccccc4C3)n1)CCNC2 ?
RBX1-CUL1 inh: -3

What do the screens show for `O=C(c1ccncc1)N1CCC2(CC1)c1ccccc1[C@@H](n1ccnc1)[C@@H]2O`?
RBX1-CUL1 inh: 8

What do the screens show for `CC1CCc2c(sc(NC(=O)CCC(=O)O)c2C#N)C1` (stereo not drawn)?
RBX1-CUL1 inh: -4

How did CCCOc1ccc(C(=O)Nc2ccc3oc(-c4ccc5ccccc5c4)nc3c2)cc1 do in these assays?
RBX1-CUL1 inh: -2

How did COc1cc(OC)cc(-n2c(-c3ccncc3)n[nH]c2=S)c1 do in these assays?
RBX1-CUL1 inh: 1

Retrieved by compound from the list above, 3 records:
What do the screens show for `CSCCCN1CCC(n2nccc2NC(=O)C2CCCC2)CC1`?
RBX1-CUL1 inh: 3

How did CCCOc1ccccc1Cn1c(=O)sc2ccccc21 do in these assays?
RBX1-CUL1 inh: 3

How did Cc1ccc(NC(=O)CSc2nnc(Cn3cnc4ccccc43)o2)c(C)c1 do in these assays?
RBX1-CUL1 inh: 0

Returning to the listing with the 2 entries that preceded the break.
How did CCCOc1ccc(C(=O)Nc2ccc3oc(-c4ccc5ccccc5c4)nc3c2)cc1 do in these assays?
RBX1-CUL1 inh: -2

How did COc1cc(OC)cc(-n2c(-c3ccncc3)n[nH]c2=S)c1 do in these assays?
RBX1-CUL1 inh: 1

How did Cc1cn2c(nc3c2c(=O)n(CCCc2ccccc2)c(=O)n3C)[nH]1 do in these assays?
RBX1-CUL1 inh: -2

What do the screens show for `CCn1c(=O)c2cc(C(=O)NCCc3ccc(OC)c(OC)c3)sc2c2ccccc21`?
RBX1-CUL1 inh: -3

How did CCOC(=O)c1c(SC)nn2c(=O)n(-c3ccccc3)nnc12 do in these assays?
RBX1-CUL1 inh: 4

How did Cc1ccc(C)c(S(=O)(=O)NCC(=O)Nc2ccccc2F)c1 do in these assays?
RBX1-CUL1 inh: -1

How did Cc1cc(C(=O)NCc2cccnc2-n2ccnc2)c(C)o1 do in these assays?
RBX1-CUL1 inh: 2

What do the screens show for `O=C(N=Nc1c(O)[nH]c2c(Br)cc(Br)cc12)c1cccs1`?
RBX1-CUL1 inh: -5

How did COc1ccc(/C=C/c2ccc(OC)cc2)cc1 do in these assays?
RBX1-CUL1 inh: -2

Results for CCOC(=O)C1C(=N)OC2=C(C(=O)CCC2)C1c1ccc(OC)c(COCC(F)(F)F)c1 (stereo not drawn) ?
RBX1-CUL1 inh: -4

What do the screens show for `Cc1ccc(-c2cc(C(=O)NCCCN3CCOCC3)no2)cc1`?
RBX1-CUL1 inh: 6

Results for COc1ccc(NC(=O)Cn2c(=O)oc3cc(S(=O)(=O)N4CCCCC4C)ccc32)cc1 (stereo not drawn) ?
RBX1-CUL1 inh: 9

What do the screens show for `Cc1ccc(C(=O)Nc2nc(COc3ccccc3)cs2)cc1`?
RBX1-CUL1 inh: 5

What do the screens show for `COCC(=O)N1CCC(Oc2ccccc2C(=O)NC2CCOC(C)(C)C2)CC1` (stereo not drawn)?
RBX1-CUL1 inh: -2

Results for C=CCn1c(SCc2ccc(C(=O)OC)cc2)nc2ccccc2c1=O ?
RBX1-CUL1 inh: 2

What do the screens show for `CCC(=O)Nc1cccc(C(=O)/C=C/c2cc(Br)ccc2OC)c1`?
RBX1-CUL1 inh: -3

How did Cc1cc(C(C)(C)C)cc(C(C)(C)C)c1[N+](=O)[O-] do in these assays?
RBX1-CUL1 inh: -5

How did COc1cccc(C2CC(=O)N3CN(C4CCCCC4)CSC3=C2C#N)c1 (stereo not drawn) do in these assays?
RBX1-CUL1 inh: 3

How did Cc1ccc2oc(C(=O)N(Cc3cccc(F)c3)C3CCS(=O)(=O)C3)c(C)c2c1 (stereo not drawn) do in these assays?
RBX1-CUL1 inh: -6

What do the screens show for `CSCCc1n[nH]c2c1CN(C(=O)c1ccc3sccc3c1)CC2`?
RBX1-CUL1 inh: -11

What do the screens show for `O=C(CSc1nc2sc3c(c2c(=O)n1-c1ccccc1)CCCC3)c1ccc(Cl)c(Cl)c1`?
RBX1-CUL1 inh: 0

How did O=C(Nc1ccccc1-c1nc2ccccc2s1)c1cccnc1 do in these assays?
RBX1-CUL1 inh: -7

What do the screens show for `O=C1NN(c2ccccc2)C(=O)/C1=C/c1cccc(OCCCOc2ccc(Cl)cc2)c1`?
RBX1-CUL1 inh: 5

How did CCN(CC)c1ncccc1CNCc1ccccn1 do in these assays?
RBX1-CUL1 inh: 0

How did CSc1nccc(Oc2cccc(C#N)c2)n1 do in these assays?
RBX1-CUL1 inh: 9

Results for CCCN1CCN(C(=O)c2cc(Br)c(CC)s2)CC1 ?
RBX1-CUL1 inh: 4

Results for Cc1nc(NCCSc2cn[nH]n2)cc(C2CCNCC2)n1 ?
RBX1-CUL1 inh: -5

How did O=C1C2C3C=CC(C3)C2C(=O)N1CCN1CCN(S(=O)(=O)/C=C/c2ccccc2)CC1 (stereo not drawn) do in these assays?
RBX1-CUL1 inh: 8

What do the screens show for `O=C(Nc1cccc2cccnc12)C1(c2ccccc2)CCCC1`?
RBX1-CUL1 inh: 13

How did Cc1ccc(C(O)c2ccccc2Cl)cc1 (stereo not drawn) do in these assays?
RBX1-CUL1 inh: -11

How did CCc1ccccc1NC(=O)CSc1ncnn1-c1ccccc1 do in these assays?
RBX1-CUL1 inh: 3

What do the screens show for `CCc1ccc(-n2c(=O)c3sc4ccccc4c3n(CC(=O)N(CC)Cc3ccccc3)c2=O)cc1`?
RBX1-CUL1 inh: 2

Results for O=C1SC(Nc2ccc(Cl)cc2)C(=O)N1c1ccccc1 (stereo not drawn) ?
RBX1-CUL1 inh: 5

How did O=c1c(SCc2ccccc2)c(Cl)cnn1-c1ccccc1 do in these assays?
RBX1-CUL1 inh: -1

Results for CCOC(=O)C1=C(C)N=c2s/c(=C/c3ccc(Cl)cc3)c(=O)n2C1c1ccc(OC)c2ccccc12 (stereo not drawn) ?
RBX1-CUL1 inh: 6

What do the screens show for `COc1cccc(CN(C(=O)COc2ccc(Cl)c(C)c2)C2CCS(=O)(=O)C2)c1` (stereo not drawn)?
RBX1-CUL1 inh: 4

Sorted by number of heavy atoms (low to high): 4 of the compounds above.
Results for O=C1SC(Nc2ccc(Cl)cc2)C(=O)N1c1ccccc1 (stereo not drawn) ?
RBX1-CUL1 inh: 5

How did O=c1c(SCc2ccccc2)c(Cl)cnn1-c1ccccc1 do in these assays?
RBX1-CUL1 inh: -1

How did CCc1ccccc1NC(=O)CSc1ncnn1-c1ccccc1 do in these assays?
RBX1-CUL1 inh: 3

Results for CCOC(=O)C1=C(C)N=c2s/c(=C/c3ccc(Cl)cc3)c(=O)n2C1c1ccc(OC)c2ccccc12 (stereo not drawn) ?
RBX1-CUL1 inh: 6
